From PubChem BioAssay
CHRM5 agonist – agonists of human muscarinic M5 receptor (CHRM5) | P08912 | CHO-K1 hM5 cells, Fluo-8 calcium fluorescence; 0% DMSO wells, 100% maximal acetylcholine response | activation, % at 3 µM | 360,000 tested, 0.19% active | AID 624037;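 active = activation above the run's mean over test compounds plus 3 SD, cut at about 23% in these data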;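 also: signal is peak over basal fluorescence ratio across the kinetic read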
CHRM5 PAM – positive allosteric modulators of human muscarinic M5 receptor | CHO-K1 hM5, Fluo-8 calcium, ACh EC20 PAM; 0% = ACh EC20, 100% = ACh EC100 | activation, % at 3 µM | 360,000 tested, 0.3% active;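 active = activation above the run cutoff, the mean activation of all test compounds plus 3 SD, cut at about 18% in these data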
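System: CHO-K1 cell line with stable human muscarinic M5 receptor expression | Also added: EC20 acetylcholine as agonist stimulus | Compound: One concentration, 3 µM final (nominal) | Timing: Fluo-8 loading 80 min at 37 °C plus 30 min room temperature | Measured by: Fluo-8 calcium dye fluorescence, kinetic read | Read-out basis: % activation, ACh-normalized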
IDE inh – inhibits human insulin-degrading enzyme in HEK cells; P14735; FAbetaB cleavage, fluorescence polarization; inhibition, % at 5.59 µM; 320,000 tested, 0.41% active;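 active = percent inhibition above the average of all tested compounds plus 3 SD, set per screening campaign, cut at about 16% in these data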;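 also: IDE supplied by intact live HEK cells; FP after avidin binding of uncleaved biotin substrate so inhibition keeps polarization high; 0% = DMSO wells and 100% = 60 µM reference IDE inhibitor Ii1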
M4 ag – CHRM4 agonism in calcium assay. P08173. CHO-K1 hM4/Gqi5, Fluo-8 calcium fluorescence; vehicle 0%, full acetylcholine response 100%. activation, % at 3 µM. 360,000 tested, 0.14% active. AID 624127;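 active = activation above the run mean over all test wells plus 3 SD, cut at about 32% in these data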;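 also: peak over basal fluorescence ratio per well then scaled between controls; 0% = DMSO wells and 100% = acetylcholine at EC100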
Target sequence (P08173 whole entry, looked up): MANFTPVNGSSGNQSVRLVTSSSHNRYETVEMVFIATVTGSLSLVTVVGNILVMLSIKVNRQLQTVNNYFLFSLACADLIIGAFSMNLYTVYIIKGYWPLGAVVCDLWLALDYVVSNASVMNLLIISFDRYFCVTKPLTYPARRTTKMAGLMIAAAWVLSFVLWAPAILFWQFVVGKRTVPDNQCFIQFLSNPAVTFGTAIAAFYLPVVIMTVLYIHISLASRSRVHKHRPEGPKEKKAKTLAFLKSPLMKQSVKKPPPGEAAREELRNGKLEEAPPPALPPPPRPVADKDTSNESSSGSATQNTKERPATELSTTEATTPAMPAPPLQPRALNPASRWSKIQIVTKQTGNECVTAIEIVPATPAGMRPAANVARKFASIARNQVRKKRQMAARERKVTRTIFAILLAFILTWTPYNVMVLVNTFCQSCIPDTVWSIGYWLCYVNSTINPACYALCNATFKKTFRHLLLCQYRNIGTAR
CRFBP-R2 block – antagonists of CRF-binding protein/CRF-R2 receptor complex | inhibition, % at 11.8 µM | 350,000 tested, 0.59% active | HEK293 CRF-R2/CRF-BP, CRF-induced calcium fluorescence;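 active = inhibition of the ligand-induced calcium signal above about 50% at the single tested concentration, limit read from the data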
M5 antag – CHRM5 antagonism in calcium assay; CHO-hM5 cells, Fluo-8 calcium fluorescence, ACh EC80; 360,000 tested, 0.59% active; inhibition, % at 3 µM;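 active = inhibition above a per-plate cutoff, the mean of that plate's test compounds plus 3 SD, cut at about 27% in these data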;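 also: 0% = acetylcholine EC80 with DMSO and 100% = DMSO without agonist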
CRFR2-BP ag – CRF-BP/CRF-R2 complex agonism; HEK293 CRF-R2/CRF-BP, calcium dye fluorescence (FLIPR); percent of saturating CRF peptide response; 350,000 tested, 0.46% active; activation, % at 13.2 µM;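 active = activation of at least 50%, plus an integration ratio under a set limit after plate pattern correction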;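 also: plate controls were neutral control wells without compound for no effect and CRF at EC100 for full effect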
CHRM4 PAM – positive allosteric modulators of human muscarinic M4 receptor. AID 624126. 360,000 tested, 0.4% active. activation, % at 3 µM. P08173. CHO-K1 hM4/Gqi5, Fluo-8 calcium fluorescence, ACh EC20; 0% = ACh EC20, 100% = maximal ACh;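 active = activation above its plate's cutoff, the mean activation of sample wells plus 3 SD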; also: some results filed as inactive read as strong as hits
M4 antag – blocks acetylcholine activation of human M4 receptor | AID 624125 | CHO-hM4 cells, ACh EC80, Fluo-8 calcium fluorescence | 360,000 tested, 0.73% active | inhibition, % at 3 µM | P08173;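 active = inhibition above its plate's cutoff, the mean inhibition of sample wells plus 3 SD, cut at about 27% in these data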;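 also: 0% = acetylcholine EC80 with DMSO and 100% = DMSO without agonist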
* hit, by the source's call; · = no result given.

No.	compound	CHRM5 agonist	CHRM5 PAM	IDE inh	M4 ag	CRFBP-R2 block
1	O=C(Cc1cccs1)N1CCCC(c2nc3c(nnn3Cc3cccc(Cl)c3)c(=O)[nH]2)C1 (configuration not stated)	-1	-3	6	2	43
2	COc1cc(/C=C(\C#N)C(N)=O)ccc1OCc1c(C)no[n+]1[O-]	3	-7	4	2	4
3	COc1ccc(C(=O)CSc2cc(C)[nH]c(=O)n2)cc1	-1	-1	5	1	-6
4	O=C(Nc1ccc(N2CCOCC2)c(Cl)c1)c1cccnc1Cl	-1	1	7	2	11
5	O=C(CCC(=O)c1cccs1)NCC(c1ccc(F)cc1)N1CCOCC1 (configuration not stated)	2	-6	-3	0	0
6	CCCCn1nnnc1SCC(=O)Nc1ccc2c(c1)OCCO2	-3	13	0	1	8
7	O=C(NCCCN1CCOCC1)c1cc2c(=O)[nH]c3ccccc3c2s1	1	-11	3	1	1
8	CC(=O)c1ccc(Nc2nc(C(N)c3ccccc3)cs2)cc1 (configuration not stated)	1	-6	·	5	·
9	COc1cc(C)c(C)cc1S(=O)(=O)NC1CC(C)(C)NC(C)(C)C1	0	6	-3	0	1
10	CC(=O)c1cccc(NC(=O)c2ccc(S(=O)(=O)N3CC(C)OC(C)C3)cc2)c1 (configuration not stated)	2	-1	4	0	10
11	CC(=O)Nc1ccc(NC(=O)c2ccc(-c3c(C)noc3C)c3ccoc23)cc1	1	-10	·	11	·
12	C[C@H](CO)N1C[C@H](C)[C@@H](CN(C)Cc2ccc(-c3ccccc3)cc2)Oc2c(NC(=O)Cc3ccccc3)cccc2C1=O	0	-5	3	2	2

No.	M5 antag	CRFR2-BP ag	CHRM4 PAM	M4 antag
1	5	0.2	-7	-2
2	3	0.6	-10	16
3	4	0.3	-8	1
4	-8	-1.1	6	-2
5	10	-1.7	6	-1
6	5	-5.1	9	11
7	14	1.3	4	-7
8	16	·	1	-6
9	-3	0.8	-5	-1
10	0	0.8	1	-4
11	12	·	-5	-12
12	7	-0.1	-2	6

Carrying on.
No.	compound	CHRM5 agonist	CHRM5 PAM	IDE inh	M4 ag	CRFBP-R2 block
13	CC1OC(CCc2cccc(Cl)c2)Cc2[nH][nH]c(=O)c21 (configuration not stated)	3	1	·	2	·
14	CCCCCOC(=O)C(C)c1c(C)[nH]c(=S)[nH]c1=O (configuration not stated)	1	7	8	-1	17
15	O=C1CN=CN=CN1c1ccc(Cl)cc1Cl	-3	-4	-2	0	9
16	NC(=O)NC(=O)CN1C(=O)NC(c2ccccc2)(c2ccccc2)C1=O	-2	4	2	0	-6
17	COc1ccc(CN2C(=NC(=O)CCC3CCCC3)SC3CS(=O)(=O)CC32)cc1 (configuration not stated)	-3	0	1	0	5
18	OCCC#Cc1ccc(CN2CCN(Cc3ccccc3)C(CCO)C2)cc1 (configuration not stated)	-3	8	2	1	-1
19	CCN=C1SC(CC(=O)NCCc2ccc(OC)c(OC)c2)C(=O)N1CC (configuration not stated)	-5	-6	0	4	-1
20	COCCN(Cc1nnc(-c2cccs2)o1)C(=O)CN1C(=O)NC2(CCCCC2)C1=O	3	12	4	1	-3
21	Cn1cc([N+](=O)[O-])c(C(=O)NCc2cc3ccccc3[nH]2)n1	-1	0	7	1	12
22	O=C(COC(=O)Cn1cnc2ccccc2c1=O)NCCC1=CCCCC1	1	-10	-3	1	14
23	C=CCc1cc(/C=C/c2nc(O)c([N+](=O)[O-])c(=O)[nH]2)cc(OC)c1O	2	-3	5	0	8
24	CCN(CC)S(=O)(=O)c1cccc(NC(=O)CN2C(=O)c3ccc([N+](=O)[O-])cc3C2=O)c1	0	-2	0	4	-39

No.	M5 antag	CRFR2-BP ag	CHRM4 PAM	M4 antag
13	6	·	-1	4
14	-7	-2.2	4	3
15	4	-0.6	-3	-4
16	2	0.5	-5	5
17	15	-1.1	3	-8
18	1	-0.3	7	-4
19	6	0.6	1	2
20	7	1.4	13	-7
21	-1	2.5	-4	2
22	4	-2.7	-1	5
23	6	0.9	-3	-3
24	4	-1.2	3	-6

Entries 16–24 of the list above:
No.	compound	CHRM5 agonist	CHRM5 PAM	IDE inh	M4 ag	CRFBP-R2 block
16	NC(=O)NC(=O)CN1C(=O)NC(c2ccccc2)(c2ccccc2)C1=O	-2	4	2	0	-6
17	COc1ccc(CN2C(=NC(=O)CCC3CCCC3)SC3CS(=O)(=O)CC32)cc1 (configuration not stated)	-3	0	1	0	5
18	OCCC#Cc1ccc(CN2CCN(Cc3ccccc3)C(CCO)C2)cc1 (configuration not stated)	-3	8	2	1	-1
19	CCN=C1SC(CC(=O)NCCc2ccc(OC)c(OC)c2)C(=O)N1CC (configuration not stated)	-5	-6	0	4	-1
20	COCCN(Cc1nnc(-c2cccs2)o1)C(=O)CN1C(=O)NC2(CCCCC2)C1=O	3	12	4	1	-3
21	Cn1cc([N+](=O)[O-])c(C(=O)NCc2cc3ccccc3[nH]2)n1	-1	0	7	1	12
22	O=C(COC(=O)Cn1cnc2ccccc2c1=O)NCCC1=CCCCC1	1	-10	-3	1	14
23	C=CCc1cc(/C=C/c2nc(O)c([N+](=O)[O-])c(=O)[nH]2)cc(OC)c1O	2	-3	5	0	8
24	CCN(CC)S(=O)(=O)c1cccc(NC(=O)CN2C(=O)c3ccc([N+](=O)[O-])cc3C2=O)c1	0	-2	0	4	-39

No.	M5 antag	CRFR2-BP ag	CHRM4 PAM	M4 antag
16	2	0.5	-5	5
17	15	-1.1	3	-8
18	1	-0.3	7	-4
19	6	0.6	1	2
20	7	1.4	13	-7
21	-1	2.5	-4	2
22	4	-2.7	-1	5
23	6	0.9	-3	-3
24	4	-1.2	3	-6

Next section:
No.	compound	CHRM5 agonist	CHRM5 PAM	IDE inh	M4 ag	CRFBP-R2 block
25	O=c1c(C(c2ccc(Cl)cc2)c2c(O)nc3n(c2=O)CCCS3)c(O)nc2n1CCCS2	-5	-2	-8	0	0
26	O=C(CCN1C(=O)c2ccccc2C1=O)Nc1ccc(-c2nc3ccccc3s2)cc1	2	-1	3	2	8
27	NC(=O)c1cccc(NC(=O)Nc2ccc(Cl)cc2)c1	5	3	1	0	3
28	O=C(CCC1CCCN(c2ncccn2)C1)N1CCN(c2ccccn2)CC1 (configuration not stated)	-3	0	3	5	22
29	COc1cccc(CCNC(=O)c2ccc(C#N)cc2)c1	-2	-6	-2	0	-1
30	CC1CCC(NC(=O)COC(=O)c2n[nH]c(=O)c3ccccc23)CC1 (configuration not stated)	0	6	-3	2	4
31	O=C(Nc1ccccc1Cl)c1cc2ccccc2o/c1=N\O	-4	-2	2	6	16
32	O=[N+]([O-])c1ccc(O)c(P(=O)(c2ccccc2)c2ccccc2)c1	0	-5	0	0	-20
33	COc1cc(NC(=S)NCc2cccs2)cc(OC)c1	-2	-2	4	1	41
34	O=C1c2ccccc2C(=O)N1Cc1ccccc1F	-5	0	0	1	-13
35	O=C(Cn1cc2c(n1)CCCCC2)N1CCCCC1	-1	2	5	1	10
36	COc1ccc(C2/C=C\CN(CC(C)(C)C)CC(=O)N2Cc2ccc(F)cc2)cc1 (configuration not stated)	1	7	-1	2	5

No.	M5 antag	CRFR2-BP ag	CHRM4 PAM	M4 antag
25	8	3.2	-3	8
26	-4	-1.8	3	-6
27	0	0.7	-6	9
28	7	1.0	9	8
29	7	-0.6	-6	7
30	4	-1.3	9	-8
31	3	-1.2	0	-11
32	9	-0.1	-12	1
33	3	-3.4	0	2
34	8	-1.0	-5	-7
35	-4	1.9	1	-7
36	7	-0.2	8	1

Next section.
No.	compound	CHRM5 agonist	CHRM5 PAM	IDE inh	M4 ag	CRFBP-R2 block
37	O=C(NCC1OCCc2ccccc21)c1ccc(NC(=O)c2cccc(Br)c2)cc1 (configuration not stated)	2	1	8	2	-7
38	CCCn1c(=O)c2ccccc2n2c(=S)[nH]nc12	1	-9	0	14	12
39	COc1ccc(C2=Nc3ccccc3NC(=O)C2N(CCc2ccccc2)C(=O)c2cccs2)cc1 (configuration not stated)	-1	-1	·	4	·
40	COc1ccc(CNC(=O)C2CCN(C(=O)Cc3ccccc3)CC2)cc1	0	6	3	1	4
41	CCOC(=O)C1C(=O)NCC2CCCC21 (configuration not stated)	0	2	-2	1	1
42	COc1ccccc1NC(=O)CCN1C(=O)/C(=C\c2cc(OC)c(OC)c(OC)c2)SC1=S	-4	1	-2	1	-17
43	COc1cccc(NC(=O)CN(C)C(=O)CCCc2nc3ccccc3s2)c1	-3	-4	3	2	6
44	O=C(COC(=O)c1ccc(Cl)cc1[N+](=O)[O-])NC(=O)c1ccccc1	0	-1	-6	7	1
45	CCc1ccc(C(=O)Nc2ccc(C)c(NS(C)(=O)=O)c2)cc1	1	5	-7	0	0
46	CN(C)S(=O)(=O)c1ccc(NC(=O)C2CC3C=CC2C3)cc1 (configuration not stated)	2	-16	8	17	-31
47	C[C@H]1CN=C(N(C)C)N1CCCC1CCCC1	-12	-3	3	1	-3

No.	M5 antag	CRFR2-BP ag	CHRM4 PAM	M4 antag
37	-3	1.0	3	-2
38	9	0.5	-11	10
39	5	·	-7	2
40	0	-1.2	-1	-7
41	1	-0.3	6	-4
42	-6	10	3	-4
43	6	0.7	-5	5
44	4	-0.1	-3	-8
45	-9	-3.2	5	-11
46	19	0.2	-16	9
47	9	-0.3	-7	14
